Screens as filed in PubChem BioAssay.
CendR NRP1 mod = modulators of CendR peptide binding to NRP-1, primary screen, biochemical, fluorescence polarization, uHTS; inhibition, % at 25 µM; Neuropilin-1 (Homo sapiens), O14786; actives 0.85% (n = 360,000); FAM-RPARPAR peptide binding to NRP-1;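 active means inhibition or corrected inhibition above about 18%, plus a signal ratio from 0.5 to 1.5, limit read from the data, passing the limit was not always enough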; further: strong numbers were not always called active
TbMetRS inhib = T. brucei MetRS inhibitors, primary screen, biochemical, luminescence | purified T. brucei MetRS, ATP depletion, Kinase-Glo luminescence | inhibition, % at 11.9 µM | actives 0.4% (n = 360,000) | AID 624268, 2012;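 active means inhibition above a per-plate cutoff of the control wells' mean inhibition plus 3 SD, cut at about 5.5% in these data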;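 further: 0% = DMSO wells median and 100% = median of wells with control inhibitor compound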
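System: purified T. brucei MetRS enzyme / Detection: Kinase-Glo luciferase luminescence reporting remaining unconsumed ATP / Medium: HEPES buffer with MgCl2, KCl, DTT, spermine, BSA, pyrophosphatase / Replication: singlicate, one well per compound / Evaluation: percent inhibition relative to median high and low control wells / Schedule: 2 h aminoacylation at 25 °C after 15 min preincubation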
NadD inh = inhibitors of S. aureus NadD, primary screen, biochemical, colorimetric, uHTS; actives 0.78% (n = 360,000); purified NadD enzyme, colorimetric absorbance read-out; Nicotinate-nucleotide adenylyltransferase NadD (Staphylococcus aureus N315); inhibition, % at 20 µM; in the data active means inhibition above about 26%; further: some compounds past the cut are filed as inactive
STEP inh = STEP phosphatase inhibitors, primary screen, biochemical, fluorescence intensity, uHTS | recombinant STEP, OMFP fluorogenic substrate | inhibition, % at 20 µM | actives 0.25% (n = 360,000) | AID 588621, 2011;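 active means inhibition at 20 µM, scaled per plate between control wells, above about 37%, limit read from the data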;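 further: 0% = DMSO with enzyme and substrate and 100% = substrate only without enzyme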
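Material: STEP (striatal-enriched tyrosine phosphatase) enzyme, cell-free | Medium: 50 mM Bis-Tris pH 6.0 with 2.5 mM DTT and 0.005% Tween 20 | Read-out: Percent inhibition scaled to no-enzyme and uninhibited-enzyme controls, plate-pattern corrected | Signal: Fluorescence read at 480 nm ex / 540 nm em | Times: 20 min reaction, room temperature, in the dark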
LMPTP block = LMPTP phosphatase inhibitors, primary screen, biochemical, fluorescence intensity, uHTS; inhibition, % at 20 µM; actives 0.22% (n = 360,000); recombinant LMPTP-A, OMFP fluorogenic substrate; AID 651560, 2012;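 active means compounds that cut the enzyme signal by at least half of the control window in the single-dose screen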;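 further: plate controls were DMSO wells with enzyme plus substrate for no effect and substrate without enzyme for full effect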
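Test system: LMPTP-A, protein tyrosine phosphatase of low molecular weight; Input: 0.625 nM enzyme; Incubation: 50 min dark incubation at room temperature; Signal: endpoint fluorescence intensity from OMFP dephosphorylation; Read-out basis: % inhibition versus control wells.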
SKN-1 inh = suppressors of acrylamide-induced Pgst-4::GFP reporter in worms, primary screen, SKN-1 inhibitor project, whole organism, uHTS, GFP/RFP fluorescence ratio, strain VP596; C. elegans VP596 Pgst-4::GFP/RFP ratio, 24 h; inhibition, % at 21.8 µM; actives 0.49% (n = 360,000); AID 624304, 2012;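 active means interference check ratio from 0.5 to 1.5 plus GFP to RFP signal ratio inhibition reaching or exceeding a fixed threshold, cut at about 30% in these data, passing the limit was not always enough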; further: some compounds called inactive have numbers as strong as hits
SUMO1 PPI mod = modulators of SUMO1 protein-protein interactions, primary screen, biochemical, uHTS | inhibition, % at 20 µM | actives 0.33% (n = 360,000) | SUMO1 binding to a labelled peptide, TR-FRET, 1 h; in the data active means inhibition above about 37%
DNMT1 block = human DNMT1 methyltransferase inhibitors, primary screen, biochemical, molecular beacon, fluorescence, HinP1I cleavage, uHTS | DNA (cytosine-5)-methyltransferase 1 (Homo sapiens), P26358 | inhibition (reported as % activation of signal), % at 10 µM | actives 0.83% (n = 360,000); in the data active means inhibition above about 50%
Target sequence (P26358 504-1616 limits assumed): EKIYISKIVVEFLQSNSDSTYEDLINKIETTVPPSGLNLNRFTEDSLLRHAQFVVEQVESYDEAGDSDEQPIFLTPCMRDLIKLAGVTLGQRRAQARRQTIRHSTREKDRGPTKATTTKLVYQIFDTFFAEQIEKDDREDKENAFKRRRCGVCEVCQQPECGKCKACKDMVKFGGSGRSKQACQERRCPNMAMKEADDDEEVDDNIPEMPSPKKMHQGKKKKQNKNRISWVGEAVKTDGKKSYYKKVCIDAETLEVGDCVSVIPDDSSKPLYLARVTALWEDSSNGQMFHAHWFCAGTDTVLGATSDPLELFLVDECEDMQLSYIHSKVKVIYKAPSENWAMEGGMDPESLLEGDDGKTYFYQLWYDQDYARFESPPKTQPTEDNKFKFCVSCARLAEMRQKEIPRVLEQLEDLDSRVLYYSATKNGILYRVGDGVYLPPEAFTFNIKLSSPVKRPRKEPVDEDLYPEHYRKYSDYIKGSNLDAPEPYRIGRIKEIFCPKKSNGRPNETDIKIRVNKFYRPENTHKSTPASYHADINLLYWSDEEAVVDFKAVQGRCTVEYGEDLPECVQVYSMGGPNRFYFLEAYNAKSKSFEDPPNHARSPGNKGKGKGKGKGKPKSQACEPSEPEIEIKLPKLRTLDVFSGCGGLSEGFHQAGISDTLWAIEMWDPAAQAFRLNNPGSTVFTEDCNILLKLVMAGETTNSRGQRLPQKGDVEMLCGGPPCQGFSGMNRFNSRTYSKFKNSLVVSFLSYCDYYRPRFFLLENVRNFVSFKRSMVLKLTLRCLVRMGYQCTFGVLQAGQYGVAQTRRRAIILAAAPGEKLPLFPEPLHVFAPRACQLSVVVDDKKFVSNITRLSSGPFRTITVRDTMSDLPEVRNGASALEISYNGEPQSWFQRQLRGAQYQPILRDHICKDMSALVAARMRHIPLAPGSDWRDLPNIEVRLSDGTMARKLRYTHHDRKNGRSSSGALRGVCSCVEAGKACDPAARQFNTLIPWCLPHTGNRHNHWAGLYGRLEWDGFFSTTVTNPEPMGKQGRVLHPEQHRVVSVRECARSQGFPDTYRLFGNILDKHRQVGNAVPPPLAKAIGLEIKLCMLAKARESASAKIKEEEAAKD
Scp-1 inhibitor = Scp-1 phosphatase inhibitors, primary screen, biochemical, colorimetric, uHTS; Carboxy-terminal domain RNA polymerase II polypeptide A small phosphatase 1 (Homo …; Recombinant Scp1, phosphopeptide, malachite green phosphate absorbance; inhibition, % at 20 µM; actives 0.88% (n = 340,000); AID 493091, 2011;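 active means inhibition above about 50% at 20 µM, limit read from the data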;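 further: plate controls were DMSO wells with enzyme for no effect and wells lacking enzyme for full effect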
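Test system: SCP-1 catalytic domain; Buffer or medium: Acidic Tris acetate buffer with magnesium and detergent; Also added: Phosphorylated 17-residue peptide substrate; Compound: single 20 µM dose, 1% DMSO; Schedule: enzyme reaction 45 min at room temperature, colour 5 min, stabilisation 30 min; Signal: Phosphate-binding colour reagent, absorbance read at 630 nm.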
Neddyl block = inhibitors of cullin neddylation, primary screen, biochemical, TR-FRET, uHTS, NAE and Ubc12; calls only at 25 µM; actives 0.58% (n = 360,000); AID 651699, 2012; in the data active means inhibition above about 36%
* marks the source's active call; other numbers are inactive results; i = inactive; / = no result given.

Second line of a record – CendR NRP1 mod	TbMetRS inhib	NadD inh	STEP inh	LMPTP block	SKN-1 inh	SUMO1 PPI mod	DNMT1 block	Scp-1 inhibitor	Neddyl block
- O=C(CSc1ccc(F)cc1)NCCSc1ccccc1
→ 8	0.0	-1	1	1.4	0	8	-1	-9	i
- O=C(COC(=O)CNC(=O)c1ccccc1F)NCCNC(=O)COC(=O)CNC(=O)c1ccccc1F
→ 0	0.1	7	-1	-1.5	9	-2	3	-4	i
- CC(C)CSCC1OC(n2cnc3c(N)nccc32)C(O)C1O (stereo unspecified)
→ -5	-0.3	0	1	1.8	-15	4	-1	/	i
- CCS(=O)(=O)N1CCCC(c2nc(-c3cccc(OC)c3)no2)C1 (stereo unspecified)
→ 3	-1.1	8	0	-1.0	-10	-3	-4	-8	i
- O=C(COC(=O)c1ccc(O)cc1)NC1CCCC1
→ 13	-0.9	-5	0	-0.2	14	-3	-2	-8	i
- NS(=O)(=O)c1ccc(CCNC(=O)CNC(=O)c2ccc(Oc3ccccc3)cc2)cc1
→ 1	-0.2	-7	1	1.9	12	-1	1	-4	i
- CC(C)OCCCN1CC(=O)N2C(c3ccccc3)c3[nH]c4ccccc4c3C[C@H]2C1=O (stereo partly specified)
→ 1	1.6	1	7	0.4	-5	3	0	-12	i
- CC(C)NC(=O)CC(=O)N/N=C/c1c(F)cccc1Cl
→ -3	0.1	1	1	-0.5	-6	-1	-3	-5	i
- CCOc1ccc(C(=O)NNC(=O)CN2C(=O)C3CC=CCC3C2=O)cc1OC (stereo unspecified)
→ 9	-0.3	1	-2	-1.3	8	1	3	-5	i
- Cc1oc(-c2cccc(F)c2)nc1CN1CCCCC1CCc1ccccn1 (stereo unspecified)
→ -5	-0.6	-6	1	0.9	9	-1	-6	6	i
- Cc1cccnc1NC(=O)C1CCN(S(=O)(=O)c2ccc3ccccc3c2)CC1
→ -4	-0.3	7	3	0.2	4	-5	0	5	i
- COc1ccc(NC(=O)CNc2ccccc2C(C)=O)cc1S(=O)(=O)N1CCOCC1
→ -1	-0.1	3	-1	-0.3	18	5	-2	-5	i
- COCCOC(=O)c1[nH]c2c(c1C)C(=O)CC(c1cccs1)C2 (stereo unspecified)
→ -10	-0.3	-7	-1	2.5	10	2	1	-4	i
- COc1ccc(N2CCN(c3cc(C)c4ccc(O)cc4n3)CC2)cc1
→ 4	0.6	-3	3	5.4	6	10	-9	-13	/
- CC(C)C[C@H](N)c1cn([C@@H](CCCCN)C(=O)N2CCNCC2)nn1
→ 10	-0.7	-1	0	-8.9	-23	-48	-1	6	i
- Cn1nc(C(F)(F)F)cc1-c1ccc(/C=C(\C#N)C(=O)c2cccc(C(F)(F)F)c2)s1
→ 132	0.3	2	-6	-1.1	-14	-6	9	-4	i
- Cc1ccc(OCC(O)CN2CC3(C)CC2CC(C)(C)C3)cc1 (stereo unspecified)
→ 6	0.1	-3	-4	-1.9	0	5	3	-12	i
- Cc1ccc(NC(=O)CN(C(=O)N2CCN(C)CC2)S(=O)(=O)c2ccc(C)cc2)cc1
→ 6	-0.5	-3	0	-0.8	-3	4	4	-2	i
- Cc1cc(C)cc(OC(=O)c2cccnc2)c1
→ -20	0.1	-2	1	-1.1	19	1	-1	18	i
- O=C(COc1ccc(S(=O)(=O)N2CCCC2)cc1Cl)NCc1ccccn1
→ 0	-0.2	-1	14	-0.5	9	-5	0	-9	i
- Cc1nnc(SCc2cccc(CSc3nnc(C)s3)c2)s1
→ -7	0.0	4	1	-1.6	7	-1	2	-2	i
- N#Cc1ccc(C(=O)Nc2cc(S(=O)(=O)N3CCOCC3)ccc2N2CCCC2)cc1
→ -4	-0.4	0	2	1.3	-13	-1	-1	2	i
- CC(C)N1CCN(Cc2ccsc2)CC1CCO (stereo unspecified)
→ -8	0.5	-7	2	-0.9	4	-5	0	-10	i
- CC1CCCN(S(=O)(=O)c2cccc(C(=O)NCCCN3CCCC3=O)c2)C1 (stereo unspecified)
→ 11	0.1	2	-3	1.7	3	-2	3	/	i
- Cc1cc(NC(=O)CN(C)CC(=O)Nc2ccc(Cl)cc2)no1
→ 19*	-0.4	-1	0	-0.1	3	0	-4	-6	i
- CCOC(=O)Cc1csc(NC(=O)CC(C)(C)C)n1
→ 0	-0.3	-2	-1	-0.2	-3	0	2	0	i
- CCC(C)NC(=O)CC(C)C (stereo unspecified)
→ -10	0.3	-2	2	0.9	-4	-2	1	-11	i
- CCOC(=O)N1CCN(c2c(NCCN3CCCCC3CC)c(=O)c2=O)CC1 (stereo unspecified)
→ -3	-0.6	-5	-2	-1.0	-5	0	-3	-6	i
- CCOC(=O)N1CCC(N2CCN(CCC(C)C)C(CCO)C2)CC1 (stereo unspecified)
→ 3	-1.1	4	1	-2.0	-6	-1	4	-5	i
- CCOC(=O)[C@]12CCC=C1N(CCC1=CCCCC1)C(=O)[C@H](CC(=O)NCCc1ccccc1OC)C2
→ 1	-0.5	-3	/	0.3	-1	6	/	/	i
- NC1=NC(=Nc2ccc(S(N)(=O)=O)cc2)c2ccccc21
→ -12	-0.5	-1	-2	-1.0	-3	-13	1	6	i
- O=C(COC(=O)CNC(=O)c1ccccc1)Nc1ccc(S(=O)(=O)N2CCCC2)cc1
→ 18	-0.3	1	6	1.1	2	-3	1	-1	i
- O=C(NCc1cc(C(F)(F)F)cc(C(F)(F)F)c1)C1CC(c2ccccc2[N+](=O)[O-])=NO1 (stereo unspecified)
→ -3	0.5	-10	1	2.7	-10	-8	-1	-5	i
- COc1ccc(/C=N/NC(=O)CNC(=O)c2ccc(S(=O)(=O)N3CCOCC3)cc2)cc1OC
→ 4	1.1	0	-4	-2.2	0	-10	0	-6	i
- O=C(COc1ccccc1Cl)Nc1ccc(C(=O)N2CCCCC2)cc1
→ 9	-0.6	-7	0	-0.5	12	3	31	33	i
- O=C(/C=C/c1cccs1)NC1CCCC1
→ 6	-0.9	-1	1	-0.5	19	-10	1	1	i
- O=C(OC(C(=O)NC1CCCCC1)c1ccccc1F)c1ccco1 (stereo unspecified)
→ -1	-0.1	-2	0	-0.7	10	-2	0	-5	i
- CCc1ccc(S(=O)(=O)Nc2ccc(N3CCN(C)CC3)cc2)cc1
→ 8	-0.3	-5	-2	-1.2	3	1	-3	-18	i
- COc1ccc(NS(=O)(=O)c2ccc(C(=O)N3CCC(C)CC3)cc2)cc1
→ -6	-0.3	1	0	-1.4	7	3	21	-4	i
- COc1ccc(/C=C(\NC(=O)c2ccccc2)C(=O)N2CCN(C)CC2)cc1OC
→ 17	-0.6	-5	2	-2.3	-8	2	-2	-8	i
- COc1ccc(F)cc1-c1cc(C(=O)NCc2ccc(F)cc2)[nH]n1
→ -4	-0.1	-1	-4	-0.3	12	2	-12	/	i
- Cc1noc(C)c1C(=O)Nc1ccc2c(c1)CCC2
→ 7	0.1	-3	-1	-1.3	-6	-2	0	-2	i
- CCOc1ccc(NC(=O)C2CCN(S(=O)(=O)c3ccc4c(c3)C(C)(C)C(=O)N4C)CC2)cc1
→ -12	-0.9	-6	2	0.4	-5	7	4	-10	i
- Cn1nc(C(=O)NNC(=O)c2cccc(Cl)c2)c2ccccc2c1=O
→ 2	-0.1	-4	2	-0.9	13	-4	2	-12	i
- Cc1c(OC(C)C(=O)NCC(O)c2ccccc2)ccc2c3c(c(=O)oc12)CCC3 (stereo unspecified)
→ 7	-0.6	-4	-1	0.5	6	-7	-2	1	/
- CCOC(=O)C1=C(CN2CCN(C(=O)c3ccco3)CC2)NC(=O)NC1c1ccc(F)cc1 (stereo unspecified)
→ -4	-0.3	-7	0	0.1	2	-2	-1	-3	i
- CCNC(=O)C1(C)CCCN1Cc1c(F)cccc1F (stereo unspecified)
→ -2	-0.2	-3	-6	-0.1	12	1	3	/	i
- COc1ccccc1CNc1ccccc1F
→ 2	-0.8	-1	0	1.5	-12	2	-2	-8	i
- COCC(=O)NCCc1nc2ccccc2[nH]1
→ -2	-0.5	-6	-6	-2.1	13	-2	6	-1	i
- CC1(C)O[C@@H]2C[C@H]3[C@@H]4CCC5=CC(=O)CC[C@]5(C)[C@@]4(F)[C@@H](O)C[C@]3(C)[C@]2(C(=O)CCl)O1
→ -13	-1.0	-5	0	-0.1	12	4	-2	-6	i

Other results follow:
Second line of a record – CendR NRP1 mod	TbMetRS inhib	NadD inh	STEP inh	LMPTP block	SKN-1 inh	SUMO1 PPI mod	DNMT1 block	Scp-1 inhibitor	Neddyl block
- O=c1[nH]nc(-c2ccc(NCCO)c([N+](=O)[O-])c2)c2ccccc12
→ 3	1.0	-3	2	-0.9	-9	-43	-1	0	i
- CCOC(=O)c1nn(-c2ccccc2)c(=O)c2c(NC(C)=O)scc12
→ 7	-0.1	-10	1	1.3	11	-17	1	-6	i
- CO[C@H]1CN(C)C(=O)c2cc(NC(=O)C3CCCC3)ccc2OC[C@@H](C)NC[C@H]1C
→ -7	-0.8	/	/	-2.1	0	1	/	/	i
- COc1ccc(NC(=S)Nc2ccccn2)c(OC)c1
→ 5	-0.6	1	-2	1.0	-1	-1	2	-2	i
- CCCCOc1ccc(-n2nc(C)cc2C)nn1
→ 4	-1.2	7	-3	-0.5	7	-1	-2	-2	i
- Oc1ccc(/C=N/Nc2ccccc2)cc1
→ 5	-0.4	3	7	-0.1	0	-3	-17	-5	i
- COc1ccc(OC)c(NC(=O)CN(C)CC(=O)Nc2ccccc2Cl)c1
→ 6	-0.6	0	-2	0.1	-2	2	-1	58*	i
- CCCc1cc(=O)oc2cc(OCC(=O)NC(Cc3ccc(Cl)cc3)C(=O)O)ccc12 (stereo unspecified)
→ -8	0.9	6	0	-1.8	9	10	-2	10	i

Taken from above:
SKN-1 inh, CCOC(=O)c1nn(-c2ccccc2)c(=O)c2c(NC(C)=O)scc12 : 11
STEP inh, COc1ccc(NC(=S)Nc2ccccn2)c(OC)c1 : -2
